Bioassay records deposited in PubChem BioAssay by several laboratories.
CAL PDZ FP-1: inhibitors of human CAL PDZ peptide binding. Q9HD26. purified CAL PDZ, TMR-peptide fluorescence polarization, 1 h. inhibition, % at 20 µM. 0.02% of 330,000 active. AID 504414;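 active means highest replicate inhibition of at least 40%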;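 further: plate controls were DMSO neutral control wells for no effect and unlabeled competitor peptide control wells for full effect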
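Assay system – tagged CAL PDZ protein CerCALP, purified · Timing – 1 h at RT · Compound – single point, 20 µM · Measured by – fluorescence polarization from S- and P-plane intensities, G-factor corrected · Evaluation – inhibition from polarization loss · Probe or stimulus – TMR reporter peptide T*-PRC34 · Buffer or medium – pH 7.4 phosphate-saline buffer, reducing agent, detergent, IgG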
NSD2 HMT inh: blocks human histone methyltransferase NSD2 | NSD2 peptide methylation, AlphaScreen, 120 min | O96028 | inhibition, % at 12.5 µM | 0.54% of 310,000 active; in the data active means inhibition above about 50%
V-ATPase pHluor: alters yeast V-ATPase proton transport; S. cerevisiae, pHLuorin cytosolic pH fluorescence; 0.37% of 350,000 active; AID 504577; response, % at 10 µM; in the data active means response mostly above about 7.3%, no sharp cut-off; inactive means mostly below about 5.4%; further: actives read high; inactives centre near 0; some compounds called inactive have numbers as strong as hits; reference of the scale not given here
Keap1-Nrf2 PPI: disrupts human Keap1 binding to Nrf2 peptide. Q14145. inhibition, % at 9.4 µM. Keap1 Kelch-Nrf2 peptide fluorescence polarization, 1536-well. 0.15% of 340,000 active; in the data active means inhibition above about 12%;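 further: human Keap1 Kelch domain with fluorescein labeled Nrf2 9mer peptide probe; 0% = neutral control wells and 100% = peptide positive control; higher means more block of Keap1 binding to Nrf2 peptide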
RTF Ca sens inh: cardiac RTF calcium desensitization | P19429+P45379 | IANBD-labeled cardiac RTF, Ca2+ fluorescence | inhibition, % at 7.15 µM | 0.12% of 340,000 active;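 active means inhibition above the mean inhibition of all tested compounds plus 3 SD, cut at about 17% in these data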;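 further: assay run at fixed EC70 calcium of 1.6 mM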
DAGLB inhibitor: blocks human DAGLB lipase activity; inhibition, % at 5.17 µM; Q8NCG7; 0.059% of 340,000 active; HEK293T DAGLB membrane lysate, EnzChek fluorogenic substrate; AID 504411; in the data active means inhibition above about 34%;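 further: 0% = enzyme with vehicle and 100% = wells lacking enzyme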
CAL PDZ FP-2: inhibitors of human CAL PDZ peptide binding. AID 602252. Q9HD26. purified CAL PDZ, TMR-peptide fluorescence polarization, 1 h. inhibition, % at 24.9 µM. 0.92% of 300,000 active;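 active means mean inhibition of at least 30% with at least half of replicates also reaching 30%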;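 further: 0% = DMSO neutral control and 100% = excess unlabeled competitor peptide PRC23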
LANA DNA inh: KSHV C-LANA DNA binding inhibition | MBP-C-LANA/FAM-LBS DNA binding, fluorescence polarization | inhibition, % at 9 µM | 0.078% of 340,000 active | AID 504423;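 active means highest replicate inhibition at or above 60% at 9 µM, even if other replicates fall short; inactive means all replicates below 60% inhibition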;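 further: 0% = neutral control wells and 100% = 4 µM acridine orange control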
Arr AP2 block: inhibitors of human beta-arrestin and AP2 interaction. 0.31% of 340,000 active. FITC-arrestin peptide / GST-AP2 beads, flow cytometry; AP2 beta2 appendage carries R879A mutation. AID 504490. inhibition, % at 10 µM;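 active means inhibition above a set limit, near 3 SD of compounds lacking own fluorescence, cut at about 54% in these data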;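 further: plate controls were DMSO wells for no effect and 5 µM unlabelled arrestin peptide for full effect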
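Measured by: flow cytometry, FL1 (488/535 nm); Material: AP2 appendage R879A on GSH beads; Evaluation: percent response; Timing: pre-incubation 12 min, peptide binding 1 h, room temperature; Also added: 50 nM FITC-arrestin peptide; Medium: PBS with 0.05% Tween 20 and 0.1% BSA.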
Pemphigus Ab inh: inhibitors of pemphigus antibody binding to human desmoglein-3; binding (percent of control), % at 10 µM; 0.48% of 310,000 active; P32926; DSG3-coupled beads, scFv-anti-DSG3-GFP binding, flow cytometry; stronger effect = lower value;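 active means binding more than 3 SD below its plate's average and above zero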;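 further: hits lower antibody fragment binding to DSG3; some compounds called inactive have numbers as strong as hits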
Target sequence (P32926 whole entry, looked up, the tested form may be a part): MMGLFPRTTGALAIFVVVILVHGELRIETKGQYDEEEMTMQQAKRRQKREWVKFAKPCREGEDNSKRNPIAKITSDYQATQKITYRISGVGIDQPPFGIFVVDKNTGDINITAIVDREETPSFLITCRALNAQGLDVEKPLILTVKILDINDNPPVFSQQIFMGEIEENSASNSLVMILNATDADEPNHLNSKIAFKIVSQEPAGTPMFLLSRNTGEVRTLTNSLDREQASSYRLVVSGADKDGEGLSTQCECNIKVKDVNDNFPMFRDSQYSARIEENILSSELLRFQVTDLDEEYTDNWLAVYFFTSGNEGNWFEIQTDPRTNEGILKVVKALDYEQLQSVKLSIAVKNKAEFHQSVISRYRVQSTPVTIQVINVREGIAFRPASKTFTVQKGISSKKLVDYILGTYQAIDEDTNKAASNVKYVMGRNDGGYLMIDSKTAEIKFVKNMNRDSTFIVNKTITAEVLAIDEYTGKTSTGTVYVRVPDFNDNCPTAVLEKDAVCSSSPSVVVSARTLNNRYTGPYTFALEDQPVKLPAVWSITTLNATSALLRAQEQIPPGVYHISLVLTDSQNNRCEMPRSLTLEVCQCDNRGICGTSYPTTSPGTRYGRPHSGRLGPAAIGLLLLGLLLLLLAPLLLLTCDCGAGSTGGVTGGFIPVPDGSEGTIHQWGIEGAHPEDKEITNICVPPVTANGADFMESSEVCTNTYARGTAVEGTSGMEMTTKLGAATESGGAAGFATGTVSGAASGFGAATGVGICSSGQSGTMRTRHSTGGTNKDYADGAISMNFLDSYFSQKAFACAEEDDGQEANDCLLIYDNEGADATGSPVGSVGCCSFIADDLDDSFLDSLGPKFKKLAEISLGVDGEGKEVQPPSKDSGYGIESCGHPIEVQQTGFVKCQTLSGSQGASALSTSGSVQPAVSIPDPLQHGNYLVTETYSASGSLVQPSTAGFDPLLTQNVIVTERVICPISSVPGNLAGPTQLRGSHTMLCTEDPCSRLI
Starred values were filed as active, the others as inactive; . = no result given. Only part of the results is shown, so the mix of outcomes need not match the whole.

SMILES	CAL PDZ FP-1	NSD2 HMT inh	V-ATPase pHluor	Keap1-Nrf2 PPI	RTF Ca sens inh	DAGLB inhibitor	CAL PDZ FP-2	LANA DNA inh	Arr AP2 block	Pemphigus Ab inh
CCCn1c(SCC(=O)Nc2ccccc2N2CCOCC2)nc2c1c(=O)n(C)c(=O)n2C	-2.7	3	-1	-4	-3	-1	.	-0.5	-2	103
O=C(NCCC1=CCCCC1)c1cc(-c2ccncc2)nc2ccccc12	-1.0	-3	1	-4	-1	0	6	0.1	-13	.
O=C(CSc1n[nH]c(-c2cccs2)n1)N1CCN(S(=O)(=O)c2ccccc2)CC1	-0.8	-3	-1	0	-5	0	-3	-0.1	8	.
O=c1[nH]cnc2c1C(c1ccccc1[N+](=O)[O-])c1c(nc[nH]c1=O)O2	-0.9	1	3	-4	-1	2	-2	-0.7	9	99
COc1ccc(CCNC(=O)c2cc(-c3cccs3)on2)cc1OC	-0.7	-1	3	-3	-2	-1	.	-1.1	3	108
O=C(c1ccccc1)N1CCC(=O)N(C(CO)Cc2ccccc2)CC1 (stereo not given)	2.2	.	-1	-3	2	0	-4	-1.0	-14	104
O=C(C1=NN(c2ccccc2)C(=O)CC1)N1CCc2ccccc2C1	-2.1	-3	2	2	-12	1	-1	-0.4	2	.
COC(=O)CC1C(=O)NCCN1C(=O)c1ccc(S(=O)(=O)N2CCOCC2)cc1 (stereo not given)	0.8	-4	-1	-2	-9	-3	0	1.0	-22	99
O/C(=C\c1ccc2ccccc2n1)c1ccncc1	-0.2	.	1	-7	6	-3	-3	0.0	-3	109
CC(=O)N(Cc1cccnc1)c1cccc(-c2nc3ccccc3s2)c1	-1.9	0	-2	-5	-1	-2	-2	1.4	34	91
O=C(COc1ccc(-c2nnco2)cc1)Nc1c(F)cccc1F	-1.8	1	-5	-6	6	0	-3	1.4	-4	107
COC(=O)c1cc(CSc2nc3ccccc3[nH]2)oc1C	.	3	0	-10	-2	-1	-6	3.1	-10	100

3 entries drawn at random from those above:
SMILES	CAL PDZ FP-1	NSD2 HMT inh	V-ATPase pHluor	Keap1-Nrf2 PPI	RTF Ca sens inh	DAGLB inhibitor	CAL PDZ FP-2	LANA DNA inh	Arr AP2 block	Pemphigus Ab inh
O=C(C1=NN(c2ccccc2)C(=O)CC1)N1CCc2ccccc2C1	-2.1	-3	2	2	-12	1	-1	-0.4	2	.
O=C(NCCC1=CCCCC1)c1cc(-c2ccncc2)nc2ccccc12	-1.0	-3	1	-4	-1	0	6	0.1	-13	.
CCCn1c(SCC(=O)Nc2ccccc2N2CCOCC2)nc2c1c(=O)n(C)c(=O)n2C	-2.7	3	-1	-4	-3	-1	.	-0.5	-2	103

Carrying on.
SMILES	CAL PDZ FP-1	NSD2 HMT inh	V-ATPase pHluor	Keap1-Nrf2 PPI	RTF Ca sens inh	DAGLB inhibitor	CAL PDZ FP-2	LANA DNA inh	Arr AP2 block	Pemphigus Ab inh
Cc1ccc(S(=O)(=O)N(CCCO)Cc2cc3c(C)ccc(C)c3[nH]c2=O)cc1	-0.2	-5	0	3	-13	1	-7	0.9	-5	105
O=C1c2ccccc2-c2nnc(-c3ccccc3)cc21	-0.7	0	3	-6	-3	-8	-5	0.8	15	96
CCSc1nnc(-c2ccc(Cl)cc2Cl)o1	-0.7	3	-3	4	-9	-15	-5	-0.7	5	91
COc1ccc(-n2c(=O)cc(N3CC(C)OC(C)C3)[nH]c2=O)cc1 (stereo not given)	0.0	0	-2	-3	-7	-3	.	-2.5	-6	102
Cc1c(C(=O)N2CCCC2)c(S(=O)(=O)Nc2ccccc2Cl)c(C)n1C	-2.9	0	-1	0	-1	-2	-3	-0.3	0	97
Cc1ccc(/C=N/NC(=O)c2nnn(-c3nonc3N)c2CN(C)C2CCCCC2)cc1	-2.5	-2	-2	0	-3	1	-7	-0.7	11	95
CC(C)c1ccc(S(=O)(=O)N2CCC3(CC2)OCCO3)cc1	-3.8	2	5	-6	-4	3	-3	-3.7	-15	.
Cc1ccc(CC(=O)NCCS(=O)c2ccc(C)cc2)cc1 (stereo not given)	0.2	-3	1	1	-2	0	-7	0.9	4	97
CCN(CC)c1ccc(/C=N/Nc2nn[nH]n2)cc1	-1.0	1	3	5	0	-3	0	-0.8	-2	114
Cc1cc(C)nc(SCC(=O)N/N=C/c2cccc([N+](=O)[O-])c2)n1	-0.5	-3	2	-6	-17	1	-1	0.0	2	99
O=C(Cn1cnc2ccccc2c1=O)NCCC(=O)N1CCN(c2ccccc2)CC1	-1.1	-2	3	1	-6	2	4	-0.1	1	105
O=C(Nc1ccc(C(=O)O)cc1)Nc1cccc2ccccc12	-1.8	-1	-3	-2	-1	0	-2	-0.4	-11	110
CC(OC(=O)c1cccc(S(=O)(=O)N2CCN(C)CC2)c1)C(=O)Nc1ccc(C(N)=O)cc1 (stereo not given)	0.8	1	-1	-3	-9	-1	0	-2.4	13	98
COc1cc(OC)c(C(=O)Nc2cc(S(=O)(=O)N3CCOCC3)ccc2N2CCOCC2)cc1OC	.	-2	2	.	.	-3	.	.	.	101
CC1CCc2c(sc3nc(C4CC4)nc(N4CCN(C(=O)c5ccco5)CC4)c23)C1 (stereo not given)	-2.6	2	0	1	-6	-4	-5	-2.0	5	101
O=C(OCc1nc2ccccc2s1)c1ccc(Br)o1	-1.8	-2	2	-1	-3	-9	-2	-0.8	39	118
Cc1ccc2ncccc2c1NC(=S)NC(=O)c1ccccc1	-2.7	5	8	-9	-8	-2	0	-0.2	-16	100
COc1ccc(S(=O)(=O)NCC2CCC(C(=O)NCC(OC)OC)CC2)cc1 (stereo not given)	6.3	-8	2	-2	-9	0	-7	-0.3	1	.
CC(C)(C)NC(=O)NC(=O)CN1CCN(C(c2ccccc2)c2ccccc2)CC1	-1.1	-1	4	4	-2	-5	9	0.8	10	107
CC(=O)Nc1ccc(Sc2ccccc2C(=O)O)cc1	0.5	0	2	-3	2	-1	-2	0.8	7	102
CCOC(=O)Cc1nc(-c2ccc(Cl)cc2)n[nH]1	.	4	-6	-5	2	1	1	-1.2	-11	109
CCOC(=O)C1(Cc2ccccc2)CCN(Cc2cn[nH]c2-c2ccccc2)CC1	-1.1	1	-1	0	-3	-1	-3	0.7	-14	103
Cc1ccccc1N1Cc2ccccc2C1	-2.5	5	0	-6	-9	-3	0	2.3	22	104
CCS(=O)(=O)C1C(=O)N(C)C(S(=O)(=O)CC)C(=O)N1C (stereo not given)	.	-1	0	.	.	-1	.	.	.	100
CSc1nc2ccccc2cc1/C=C(\C#N)c1ccccc1	-0.3	0	-2	1	-9	-18	-4	0.7	-1	118
CCOC(=O)c1[nH]cnc1C(=O)Nc1ccccc1OC	-3.8	-4	0	-1	5	-2	-6	0.2	-11	104
Cc1ccc(OCCOC(=O)Nc2ccccc2)cc1	-2.4	-3	5	-2	17	-12	0	-0.3	21	.
COC(=O)c1ccc(CSc2nc3c(c(=O)n2-c2ccc(Br)cc2)SCC3)o1	-0.6	1	5	1	0	-4	2	-1.3	9	99
COCCCn1c(SCC(=O)NC(C)(C)C)nnc1-c1cccs1	-0.8	0	3	-1	-6	-2	-1	0.2	11	95
CC1(C)Cc2c(cnn2-c2ccc(F)cc2)C(NC(=O)C2=NNC(=O)CC2)C1 (stereo not given)	-3.7	-1	-2	-1	6	-2	-3	-0.7	12	98
O=C1/C(=C/c2ccc(C(=O)O)cc2)CCC/C1=C\c1ccc(C(=O)O)cc1	-2.8	20	-1	1	-16	0	-4	1.5	0	87
Cc1cc(S(=O)(=O)NCc2ccccc2)ccc1OCC(=O)NCc1cccnc1	-1.4	-1	-5	0	8	-3	-1	0.9	23	108
O=C1CCCC2=C1C1(CCCC1)N=C(Nc1nc3ccccc3s1)N2	-2.3	7	-3	-5	0	-2	-2	-1.8	3	101
CCOC(=O)N1CCC(NC(=O)c2oc3c(F)cccc3c2C)CC1	-2.7	-3	1	1	-1	0	-4	-1.0	12	.
Cc1ccc(S(=O)(=O)NCCC(c2ccccc2)c2ccco2)cc1 (stereo not given)	-0.6	20	-1	-4	-8	-5	-4	0.1	34	97
O=C(O)c1cc(N2C(=O)CCC2=O)ccc1NCc1cccnc1	-1.2	3	7	-7	-6	-1	-3	0.1	-1	101
CC1CC(C)(C)OC(C[N+]2(C)CCCCC2)O1 (stereo not given)	-0.4	1	-2	-3	7	2	6	1.9	-17	.
COC(=O)C(CC(=O)c1ccc(Cl)cc1)c1ccccc1 (stereo not given)	-1.0	-6	0	-3	3	-7	.	0.0	15	103
O=C(COC(=O)/C=C/c1ccc(F)cc1)NC1CCCCCC1	-1.9	-1	-2	-2	1	2	-3	-0.9	6	126
Cc1[nH]c(=S)[nH]c(=O)c1Cc1ccccc1	0.0	1	-2	-2	-4	-1	-1	-0.8	5	101
COc1cc(C(=O)O)ccc1O	-0.1	.	-2	-3	-7	2	-3	2.1	1	110
Cc1ccc(NC(=O)CN(C)C(=O)c2ccc(NC(=O)CC3SC(N4CCCC4)=NC3=O)cc2)cc1 (stereo not given)	-2.3	.	-5	0	-16	0	-4	-0.3	18	96
CC(=O)Cc1nsc(Nc2ccc(C)cc2)n1	0.0	-2	2	-3	2	2	-2	-2.0	-4	105
CC(c1ccccc1)n1c(-c2ccc(C(C)(C)C)cc2)n[nH]c1=S (stereo not given)	0.1	.	-1	0	0	1	4	-1.4	-1	119
Cc1ccc(N2C(=O)c3cccc(Oc4ccc(Cl)cc4)c3C2=O)c(C)c1	-1.2	0	1	3	-8	-6	-2	1.7	6	84
CN(C)c1ccc(CN(C(=O)c2cc3ccccc3oc2=O)C2CCS(=O)(=O)C2)cc1 (stereo not given)	-2.3	-1	6	2	-10	-5	-8	-1.5	2	.
COc1cccc(/C=C/C(=C2/C(=O)N(c3ccccc3)N=C2C)c2ccc(Br)cc2)c1OC	-1.0	.	1	-5	2	-1	-8	-0.2	16	96
CC1(C)CC(CC(=O)O)(c2ccc(Cl)cc2)CCO1 (stereo not given)	.	-3	2	-3	1	2	0	-0.7	1	113
O=C(CCc1c[nH]c2ccccc12)NN1C(=O)NC2(CCCCC2)C1=O	0.6	2	-4	2	-4	3	.	0.1	-23	98
Cc1ccc(C(=O)Nc2nc3ccc(S(C)(=O)=O)cc3s2)cc1C	-0.2	-1	-2	-3	7	-1	-4	0.9	29	111
COc1cc(CCCN2C(=S)NC[C@@H]2Cc2ccccc2)cc(OC)c1OC	-0.5	.	4	-6	3	0	3	-0.3	-1	99
O=C(Cn1c(=O)n(Cc2ccc3c(c2)OCO3)c(=O)c2ccccc21)N1CCCc2ccccc21	0.5	14	1	-4	-1	-5	-4	-0.1	2	102
CCOc1ccc(CN(Cc2ccco2)S(=O)(=O)c2ccc(-n3cnnn3)c(OC)c2)cc1	-0.6	0	3	0	-1	-4	-1	2.0	4	107
Cc1cccc(NC(=O)c2ccccc2C(=O)O)c1	0.1	1	-1	-2	-8	-2	3	-0.7	4	103
